miR122 inh = miR-122 Renilla sensor signal increase in Huh7, primary screen, miR-122 inhibitor project, cell-based, single point, plate reader; Huh7 miR-122 Renilla luciferase sensor, 48 h; neutral wells = 0, positive control = 100; activation (reporter increase), % at 12.5 µM; 340,000 tested, 0.3% active;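 active means mean replicate activation score at least 90 and every replicate individually at or above 90; inconclusive means only one of the two criteria met; inactive means neither criterion met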;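 further: higher luciferase means less miR-122 activity so hits act as miR-122 inhibitors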
PAX8 inh HTS = inhibitors of PAX8-driven TPO luciferase reporter, primary screen, RMG-I cells, single concentration; SteadyGlo, 24 h; inhibition, % at 12.6 µM; 360,000 tested, 1.2% active;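 active means mean replicate inhibition at least 60% with every replicate also reaching 60%; inconclusive means only one of the two criteria is met; inactive means mean below 60% and not all replicates reaching 60%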;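 further: luciferase light reporting Pax8 driven TPO promoter activity; plate controls were median of neutral control wells for no effect and mitoxantrone controls for full effect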
INS-1E GSIS act = GLuc luminescence reporter in INS-1E cells, primary screen for activators of glucose-dependent secretion of insulin | INS-1E GLuc reporter insulin secretion, 2-3 h | activation, % at 16.6 µM | 370,000 tested, 0.61% active | AID 743287, 2014;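 active means lowest replicate activation of at least 40%, so every replicate reaches that level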;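 further: 0% = median of neutral control wells and 100% = median of IBMX positive control wells; some compounds called inactive have numbers as strong as hits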
FN deposition inh = inhibitors of fibronectin matrix deposition, primary screen, AH1F cells, Alexa488-fibronectin fluorescence, plate reader. AH1F fibroblasts, overnight. inhibition, % at 12.6 µM. 350,000 tested, 0.086% active. AID 743247, 2014;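 active means mean inhibition across replicates of 30% or more, regardless of how many single replicates reach that level; inconclusive means mean under 30% yet at least half of replicates reach 30%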;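 further: positive control wells lacked labelled fibronectin entirely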
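test system = AH1F fibroblasts assembling fluorescent fibronectin matrix | quantity = 10000 AH1F cells per well | buffer or medium = DMEM plus 2% serum, read in PBS | doses = single dose, pinned | incubation = 1 h cell attachment, overnight exposure to compound and label | detection = fluorescence at 485 nm excitation, 525 nm emission | read-out basis = inhibition from reduced deposited-fibronectin fluorescence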
F508del corr = F508del CFTR correction, initial screen, CFBE line, single point | CFBE cells, YFP halide quenching; stimulated with forskolin plus potentiator P3; % fluorescence drop versus neutral controls | activity (quench increase), % at 7.58 µM | 350,000 tested, 0.36% active;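 active means mean added fluorescence quench of at least 8% versus neutral control, with both replicates also reaching 8%; inconclusive means only one of the mean or replicate conditions met; inactive means mean below 8% and not both replicates reaching 8%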;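 further: cells transiently co-express mutant CFTR-F508del with the halide-sensitive YFP; corrector assay measuring rescue of mutant channel to the surface after 24 h compound exposure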
EWS-Fli block = EWS/Fli-driven NR0B1 reporter inhibitors, primary screen, A673 cells, NR0B1 luciferase, luminescence, MLPCN library | viability-normalised | inhibition, % at 12.6 µM | 350,000 tested, 0.67% active;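 active means mean inhibition of at least 50% after viability correction, with every replicate also passing that limit; inconclusive means mean reaches 50% but only one of two replicates passes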;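 further: firefly luciferase signal divided by Alamar Blue viability fluorescence both relative to DMSO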
DENV2 CPE rescue = inhibitors of DENV2 cytopathic effect, primary screen, cell-based, plate reader, single concentration; DENV2-infected cells, cytopathic effect rescue; AID 651640, 2012; CPE inhibition, % at 9.99 µM; 350,000 tested, 1.7% active; in the data active means CPE inhibition above about 20%, passing the limit was not always enough; inconclusive means no clear call, values can overlap the other calls; tested in BHK-21 cells;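 further: 0% = median of neutral control wells and 100% = median of positive control wells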
An asterisk follows results filed as active; u = inconclusive; x = no result given; [ ] = another dose, or the depositor's remark.

SMILES	miR122 inh	PAX8 inh HTS	INS-1E GSIS act	FN deposition inh	F508del corr	EWS-Fli block	DENV2 CPE rescue
C=CCn1c(SCc2ccc(C#N)cc2)nnc1-c1ccc(C)cc1	27	x	-12	9	x	x	x
CN(CCCC1CCCC1)C(=O)c1cc(COc2ccc(F)c(F)c2)on1	-4	-8	-17	-2	4.4	-2	1
COCCN1CCN(C(=O)c2ccc3c(c2)S(=O)(=O)c2ccccc2C3=O)CC1	x	-1	4	-2	1.0	15	11
Cc1ccc(C(=O)NCC(c2ccco2)N2CCOCC2)cc1 (centres undefined)	-5	-15	10	-1	-0.3	-7	-4
COc1ccccc1C(=O)Nc1ncc2c(n1)CC(c1ccco1)CC2=O (centres undefined)	4	x	6	x	0.7	-6	-1
O=C(CO)C(O)C(O)C(O)CO (centres undefined)	14	-3	x	-1	-3.1	2	7
Cc1c(C#N)c2ccccc2n1C	x	18	22	2	-0.1	4	5
O=C(/C=C/c1ccco1)NCc1ccccn1	x	-29	3	0	-3.3	-1	-8
Cc1noc(C)c1NC(=O)Nc1ccc2c(c1)C(=O)N([C@@H](C)CO)C[C@H](C)[C@H](CN(C)S(=O)(=O)c1ccc(Cl)cc1)O2	21[16.7 µM]	14	5	x	-1.5	1	-6
CCCNC(=O)C[C@H]1CC[C@@H]2[C@H](COC[C@H](O)CN2C(=O)C2CCOCC2)O1	0[16.7 µM]	-16	-1	0	-0.8	9	5
COc1cccc(C2CC(OCCF)=CC(=O)O2)c1 (centres undefined)	x	u	-8	2	-0.9	-15	-6
O=C(C[C@H]1CC[C@@H]2[C@H](COC[C@H](O)CN2Cc2ccc3c(c2)OCO3)O1)Nc1ccc(-c2ccccc2)cc1	-4[16.7 µM]	34	-10	7	-2.6	13	-3
COc1ccc(C)cc1NC(=S)Nc1ccccc1SC	6	4	9	2	-3.2	3	3
CCC(=O)Nc1ccc2c(c1)C(=O)N(C)[C@H]1CC[C@@H](CC(=O)NCCN3CCCCC3)O[C@H]1CO2	2[16.7 µM]	8	6	-2	1.9	1	13
Cc1oc(-c2ccc(F)cc2)cc1-c1nn2c(-c3ccoc3C)nnc2s1	3	38	x	-7	x	x	x
COc1ccc(Oc2ccc3c(C(F)(F)F)cc(C(F)(F)F)nc3n2)cc1	-5	-12	x	2	x	x	x
Cn1c(/C=N/O)nc2ccccc21	2	9	12	1	-2.6	-13	12
COc1ccc2c3c([nH]c2c1)[C@@H](CO)N(C(=O)Cc1ccccc1)CC31CN(C(=O)Nc2ccccc2F)C1	x	x	-14	x	0.8	0	0
CCNC(=O)C[C@@H]1CC[C@H]2[C@H](COc3ccc(NC(=O)Nc4cccc(OC)c4)cc3C(=O)N2C)O1	20[16.7 µM]	29	17	-8	-0.9	-5	2
CNC(=O)C1=C[C@H](c2csc3ccccc23)C[C@H](OCCCCO)O1	x	-14	x	x	-0.4	-1	0
COc1cc(OC)cc(C(=O)N/N=C2/SCC(=O)N2Cc2ccco2)c1	2	-12	15	-10	3.7	-19	-1
CCn1c(NCc2ccc(OC)cc2)nc2ccccc21	-3	-14	8	3	1.6	-25	1
C[C@H](NC(=O)[C@H]1[C@H](CO)[C@H]2Cn3c(ccc(-c4ccccc4)c3=O)[C@H]2N1C)c1ccccc1	-5[16.7 µM]	x	2	-20	0.2	3	-4
CCCCCn1c(SCC(=O)OC)nc2c1c(=O)[nH]c(=O)n2C	x	10	68*	1	-2.2	0	-6
CCn1c(C(=O)N2CCC(C(=O)NCc3ccc4c(c3)OCO4)CC2)cc2sccc21	1	3	-15	1	-1.5	5	2

Structural class, the compounds so far containing a thiophene ring, fused or not
SMILES	miR122 inh	PAX8 inh HTS	INS-1E GSIS act	FN deposition inh	F508del corr	EWS-Fli block	DENV2 CPE rescue
CNC(=O)C1=C[C@H](c2csc3ccccc23)C[C@H](OCCCCO)O1	x	-14	x	x	-0.4	-1	0
CCn1c(C(=O)N2CCC(C(=O)NCc3ccc4c(c3)OCO4)CC2)cc2sccc21	1	3	-15	1	-1.5	5	2

Record cards, as listed above. Order of screens: miR122 inh | PAX8 inh HTS | INS-1E GSIS act | FN deposition inh | F508del corr | EWS-Fli block | DENV2 CPE rescue
Shown for O=C(/C=C/c1ccco1)NCc1ccccn1 = x | -29 | 3 | 0 | -3.3 | -1 | -8
Shown for COc1ccc(C)cc1NC(=S)Nc1ccccc1SC = 6 | 4 | 9 | 2 | -3.2 | 3 | 3

(further entries)
SMILES	miR122 inh	PAX8 inh HTS	INS-1E GSIS act	FN deposition inh	F508del corr	EWS-Fli block	DENV2 CPE rescue
CC(=O)c1sc2nc(SCC(=O)NCCc3ccccc3)[nH]c(=O)c2c1C	x	-4	8	x	-1.3	x	11
O=C(O)CCN1CCc2ccccc2C1c1cccs1 (centres undefined)	x	10	2	12	-2.1	-1	1
S=C(NCc1ccco1)Nc1ccc(Oc2ccccc2)cc1	31	-18	-7	-5	3.8	-3	-5
C=CC[C@@H](CC(=O)NCCO)C(=O)N[C@@H](C)COC(=O)[C@H](CC=C)CC(=O)OC(C)(C)C	x	-4	15	-4	1.3	0	46*
CCc1ccc(CNC(=O)C2CC(=O)N(C3CCCC3)C2)cc1 (centres undefined)	8	-12	-1	1	1.7	x	8
O=C(c1ccc(Cl)cc1)C(CN1CCCC1)c1ccccc1 (centres undefined)	7	48	-9	53*	-16	65*	-17
Cc1ccc(OC(=O)c2ccc([N+](=O)[O-])cc2Cl)cn1	-5	20	4	-1	-2.4	-12	1
O=C1OC(c2ccc(O)cc2)(c2ccc(O)cc2)c2ccccc21	-1	-3	32	-10	-0.2	5	6
CCCCn1c(N)c(N(Cc2ccccc2OC)C(=O)C(C)Oc2ccc(Br)cc2)c(=O)[nH]c1=O (centres undefined)	1	5	-16	-5	4.2	1	5
Cc1ccc(C(=O)N2CCC3(CC2)Oc2ccc(Cl)cc2C(=O)C32CC(c3cccnc3)=NO2)s1 (centres undefined)	0	-10	-5	-9	-0.1	13	4
C/C=C/c1ccc([C@@H]2[C@@H](CO)N(C(=O)NCCC)[C@@H]2CNC(=O)C2CC2)cc1	21[16.7 µM]	-19	-7	x	-0.4	-6	-5
CC(Sc1nnc(-c2ccccc2)c(-c2ccccc2)n1)C(=O)Nc1ncc(Cl)cc1Cl (centres undefined)	x	22	x	5	x	-4	0
O=S(=O)(/N=C(/Nc1cccc2ccccc12)c1ccc(F)cc1)c1ccccc1	19	14	19	0	2.7	x	-4
O=C(c1cccnc1)N1CCC(c2nc3ccccc3[nH]2)CC1	x	x	-3	x	0.8	-6	x
O=C(Nc1c(-c2ccc3c(c2)OCO3)[nH][nH]c1=O)c1cnccn1	-1	10	17	9	-1.3	-2	-4
CCOC(=O)[C@]12CCC=C1N(Cc1ccc(Cl)cc1Cl)C(=O)[C@H](CC(=O)N1CCOCC1)C2	x	-6	-15	-2	-3.9	2	11
C/C=C/c1ccc([C@@H]2[C@@H](CO)N(C(C)=O)C23CN(C(=O)NC2CCCCC2)C3)cc1	x	-8	-14	-8	-0.9	3	-5
Cc1sc(NC(=S)Nc2ccc(F)cc2)c(C(N)=O)c1C	x	13	-11	0	-3.9	6	-2
O=C(COc1cccnc1[N+](=O)[O-])Nc1cc(S(=O)(=O)N2CCCCC2)ccc1Cl	-1	3	21	0	-0.3	-1	-5
CC1CN(S(=O)(=O)c2cc(C(=O)NCCC3=CCCCC3)ccc2Cl)CC(C)O1 (centres undefined)	x	-29	28	7	-0.8	-4	7
C[C@@H]1CN([C@H](C)CO)C(=O)c2cccc(NC(=O)c3nc4ccccc4s3)c2O[C@H]1CN(C)C(=O)Nc1ccc(C(F)(F)F)cc1	3[16.7 µM]	x	-12	x	-1.3	-7	-5
CCCc1cn(CC[C@H]2CC[C@@H](NS(=O)(=O)c3ccc(-c4ccccc4)cc3)[C@@H](CO)O2)nn1	x	6	-18	x	-1.2	8	1
O=S1(=O)CCC(NC(=S)NCCNC(=S)NC2CCS(=O)(=O)C2)C1 (centres undefined)	-2	4	4	0	x	x	x
O=C(NCCCn1ccnc1)c1cc([N+](=O)[O-])cc([N+](=O)[O-])c1	x	-13	11	7	-1.8	6	x
COc1cc(OC)nc(Nc2nc(C(N)COCc3ccccc3)cs2)n1 (centres undefined)	-1	11	-25	x	2.0	-5	3
SMILES	miR122 inh	PAX8 inh HTS	INS-1E GSIS act	FN deposition inh	F508del corr	EWS-Fli block	DENV2 CPE rescue
Cc1c(Cl)cccc1NC(=O)CSc1nnnn1C	-11	-20	25	3	-0.2	0	11
Cc1cc(C)nc(NS(=O)(=O)c2ccc(NC(=O)c3ccc(S(=O)(=O)N(C)C)cc3)cc2)n1	-4	19	x	-1	x	23	0
O=C(Oc1ccc2ccccc2c1)c1ccco1	-7	8	x	0	x	x	x
COc1ccc(-c2nnc(SCC(=O)N3c4ccccc4Sc4ccccc43)o2)cc1	-1	27	x	2	x	x	x
O=C(O)CCCNS(=O)(=O)c1ccccc1	-1	10	x	-3	x	x	x
Cc1ccc(NC(=O)CSc2ccccn2)cc1S(=O)(=O)N1CCOCC1	21	-11	-4	5	1.7	6	x
C/C(=N\NC(=O)CC(C)C)c1c(C(F)(F)F)[nH]n(-c2nc3ccccc3s2)c1=O	14	-30	4	-1	-0.9	-61	u
CCC(=O)N1CC2(CN(C(=O)Nc3ccccc3F)C2)c2c([nH]c3cc(OC)ccc23)[C@H]1CO	x	x	1	x	0.4	3	10
CCCN1C[C@H](C)[C@@H](OC)CN(C)C(=O)c2cc(NC(=O)c3cccc(F)c3)ccc2OC[C@@H]1C	4[16.7 µM]	x	-14	17	0.1	15	-9
COCCN(C(=O)COC(=O)c1ccccc1Cc1ccccc1)c1c(N)n(Cc2ccccc2)c(=O)[nH]c1=O	-4	-3	-28	-4	1.6	1	-10
C=CCOc1ccc(CN(C)C(=O)CNC(=O)c2ccc(-c3ccccc3)cc2)cc1	-10	17	-5	1	-0.4	30	1
Cn1c(OCC2CCCO2)nc2cc(-c3ccccc3)sc2c1=O (centres undefined)	-11	-26	-1	-10	-5.7	-14	18
COc1ccc(S(=O)(=O)N(C)C[C@H]2OCCCC[C@H](C)Oc3ccc(NC(=O)c4ccncc4)cc3C(=O)N([C@@H](C)CO)C[C@H]2C)cc1	3[16.7 µM]	9	-13	-1	-1.9	1	u
CN(C)CCCNC(=O)C[C@@H]1C=C[C@@H](NC(=O)Cc2cccnc2)[C@H](CO)O1	-25[16.7 µM]	-10	-3	3	2.8	-2	-3
O=C(O)c1csc(N/N=C/c2ccc(Br)cc2)n1	5	14	-14	6	-3.0	9	6
COc1ccc(S(=O)(=O)N(C)C[C@@H]2OCCCC[C@@H](C)Oc3ccc(NC(=O)Nc4ccccc4)cc3C(=O)N([C@H](C)CO)C[C@@H]2C)cc1	6[16.7 µM]	13	7	3	0.8	2	1
CCCCCCCCN1C(=O)[C@@H](CC(=O)NCc2ccc(C)o2)C[C@@]2(C(=O)OC)C1=C[C@H](C(C)(C)C)O[C@@H]2C	x	10	x	-2	-1.6	1	u
Cc1cc(NC(=NC2CC2)c2ccccc2F)n(-c2ccccc2)n1	-9	21	5	-7	0.6	-4	8
COc1ccc(S(=O)(=O)N[C@@H]2CC[C@H](CCNC(=O)CN3CCOCC3)O[C@@H]2CO)cc1	x	-5	-11	-8	0.5	-1	-6
O=C(C[C@@H]1C=C[C@H](NC(=O)C2CCOCC2)[C@@H](CO)O1)NCC1CCCCC1	x	x	16	-10	0.7	0	9
CCCNC(=O)N(C)C[C@@H]1Oc2cc(C#CC(C)(C)O)ccc2S(=O)(=O)N([C@H](C)CO)C[C@@H]1C	11[16.7 µM]	12	23	-5	-0.2	-4	-2

Compounds were not picked by outcome. Share with any hit: about 3.9%.
